# Bioassay records deposited in PubChem by several laboratories.
# GPR55 beta-arrestin: GPR55 agonists via beta-arrestin recruitment, primary screen, imaging, U2OS cells, beta-arrestin-GFP redistribution (AID 1961) | U2OS GPR55 beta-arrestin-GFP redistribution imaging; higher % means a stronger effect | activation, % at 10 µM, or EC50 in µM where a hit was titrated | actives 0.048% (n = 290,000);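 active = activation above 40% with more than 50 cells counted in the well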;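 note: U2OS osteosarcoma cells stably expressing GPR55 and beta-arrestin-GFP; plate controls were DMSO negative control for no effect and LPI positive control for full effect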
# GPR35 antagonists: GPR35 antagonists blocking zaprinast-driven arrestin recruitment, primary screen, imaging, U2OS, beta-arrestin-GFP, zaprinast agonist (AID 2058); inhibition, % at 10 µM, or IC50 in µM where a hit was titrated; U2OS GPR35 beta-arrestin-GFP translocation imaging, zaprinast antagonism; higher % means a stronger effect; actives 0.052% (n = 290,000);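 active = inhibition of at least 50% with at least 30 cells and total cytoplasm GFP at most 10,000,000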
# Yfh1-off respiration: mitochondrial function rescue without frataxin homolog – Friedreich's ataxia, plus single-dose screen, dose response (AID 1465); S. cerevisiae Yfh1-off respiration, WST-1 reduction, 72 h; higher fold induction means a stronger effect; actives 0.074% (n = 220,000); fold induction at 50 µM; hits with a dose series show EC50 in µM;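 active = fold induction of absorbance versus untreated yeast above a set limit, then at least 30% activation at any dose in follow-up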;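 note: activators that raise dye reduction in frataxin-depleted yeast; strong numbers were not always called active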
# AID2073: inhibitors of Mint1-CaV2.2 protein interaction, biochemical, HTRF (AID 2073). HTRF protein-protein interaction, Mint1-CaV2.2; higher % means a stronger effect. actives 0.19% (n = 290,000). inhibition, % at 20 µM, or IC50 in µM where a hit was titrated; in the data active = inhibition mostly above about 51%, no sharp cut-off; note: some results filed as inactive read as strong as hits
# Rac1 GTP hydrolysis: MgcRacGAP GTPase-activating activity inhibitors, confirmation, biochemical, ADP Hunter fluorescence; MgcRacGAP-stimulated Rac1 GTP hydrolysis, ADP Hunter fluorescence; higher % means a stronger effect; GST-tagged Rac1 F28L mutant substrate; one-dose inhibition, % at 30 µM; IC50 in µM for titrated hits; actives 0.6% (n = 340,000);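 active = first-screen hits whose inhibition reached a set limit at any dose in the follow-up dose series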;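 note: fluorescence reports GDP produced by GAP-driven GTP hydrolysis; strong numbers were not always called active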
# NTR1 ag: NTR1-driven beta-arrestin-GFP spot formation – imaging, U2OS cells, high content, primary screen (AID 493036) | actives 0.17% (n = 330,000) | agonist mode | activation, % at 20 µM;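 active = activation at or above 40% of the spot to cytoplasm intensity ratio, with at least 20 cells analyzed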;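 note: 0% = DMSO without peptide and 100% = 100 nM NTR1 peptide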
# Target sequence (P30989 whole entry, looked up): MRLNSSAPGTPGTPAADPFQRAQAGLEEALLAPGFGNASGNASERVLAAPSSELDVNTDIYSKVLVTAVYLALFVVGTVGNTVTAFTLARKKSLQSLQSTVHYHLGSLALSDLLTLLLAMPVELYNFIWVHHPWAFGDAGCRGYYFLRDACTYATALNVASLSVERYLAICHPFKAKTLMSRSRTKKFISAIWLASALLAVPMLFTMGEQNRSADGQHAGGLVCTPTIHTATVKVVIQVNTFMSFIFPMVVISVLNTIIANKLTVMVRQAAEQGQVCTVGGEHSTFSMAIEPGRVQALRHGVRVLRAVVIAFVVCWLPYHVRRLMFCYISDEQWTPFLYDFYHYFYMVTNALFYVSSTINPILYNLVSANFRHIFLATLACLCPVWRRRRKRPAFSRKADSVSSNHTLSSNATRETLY
# Large T inhibition: SV40 large T antigen inhibitors, biochemical (AID 1903). actives 0.39% (n = 310,000). inhibition, % at 20 µM, or IC50 in µM where a hit was titrated. SV40 large T antigen ATPase/helicase inhibition assay; higher % means a stronger effect; in the data active = a potency from the dose series; note: strong numbers were not always called active
# NS5 inhibitors: flavivirus cap methylation enzyme inhibition – biochemical, confirmation dose response, primary screen (AID 588689); actives 0.3% (n = 340,000); Dengue-2 NS5 methyltransferase capping enzyme assay, biochemical; higher % means a stronger effect; inhibition, % at 25 µM; hits with a dose series show IC50 in µM; in the data active = a potency from the dose series
# GPR55 antagonists: GPR55 antagonists blocking LPI-driven arrestin recruitment, primary screen, imaging, U2OS, beta-arrestin-GFP, LPI agonist (AID 2013); actives 0.13% (n = 290,000); U2OS GPR55 beta-arrestin-GFP translocation imaging, LPI antagonism; higher % means a stronger effect; inhibition, % at 10 µM, or IC50 in µM where a hit was titrated;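 active = spots per cell inhibited over 60%, with over 100 cells counted and total cytoplasm intensity under 500,000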;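 note: U2OS cells stably carrying GPR55 and arrestin-GFP stimulated by 5 µM LPI near EC80; imaged beta-arrestin-GFP aggregate spots per cell after agonist stimulation; plate controls were LPI-stimulated DMSO wells for no effect and DMSO wells without LPI for full effect; some results filed as inactive read as strong as hits; confirmed hits need IC50 under 10 µM and bright autofluorescent wells are also inconclusive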
# NTR1 ag cell count 20 µM: second read-out of NTR1 ag, no call of its own (marks repeat the call); cell count; measured here: cell count, cytotoxicity flag
# NS5 inhibitors pilot replicate: also measured in NS5 inhibitors; calls as there; inhibition, %; measured here: pilot screen replicate inhibition
# Starred values were filed as active, the others as inactive; i = inactive; nt = not tested or not shown. Hits appear at their usual frequency, and some 1.7% of all compounds hit somewhere here.
SMILES,GPR55 beta-arrestin,GPR35 antagonists,Yfh1-off respiration,AID2073,Rac1 GTP hydrolysis,NTR1 ag,NTR1 ag cell count 20 µM,Large T inhibition,NS5 inhibitors,GPR55 antagonists,others
Cn1c(=O)oc2cc(S(=O)(=O)N3CCC(C(=O)NCC4COc5ccccc5O4)CC3)ccc21 (stereo not drawn),-0.1%,1%,i,-7%,-3%,-1.0,67,9%,1%,-12%,
O=C(CN1C2CCCC1CC(NC(=O)c1ccccc1)C2)Nc1ccccc1C(F)(F)F (stereo not drawn),-0.1%,-1%,nt,10%,3%,7.2,59,-1%,-1%,7%,
COC(=O)c1ccc(Oc2nc(NC(C)C)nc(NC(C)C)n2)cc1,0.0%,2%,i,0%,5%,1.8,71,22%,6%,-1%,
COc1ccc(CC(=O)c2ccc(O)cc2O)cc1,0.0%,7%,i,27%,-1%,2.9,93,7%,2%,0%,
COc1ccc(N2CCN(CCNC(=O)Nc3cc(Cl)ccc3OC)CC2)cc1,0.0%,-7%,nt,-2%,9%,-0.6,71,6%,1%,-6%,
COc1ccc(NC(=O)c2sc3ncnc(N4CCN(c5ccccn5)CC4)c3c2C)cc1Cl,0.0%,-22%,nt,35%,-5%,1.3,66,7%,-21%,10%,
CCOc1ccc(-n2cnnn2)cc1S(=O)(=O)NC1CC1,-0.2%,0%,i,-8%,8%,2.2,57,3%,-6%,-7%,
COc1ccc(C(C(=O)NC(C)(C)C)N(C(=O)CCC(=O)Nc2cc(C)on2)c2cccc(F)c2)cc1 (stereo not drawn),0.0%,-1%,nt,-4%,13%,-0.3,53,9%,-7%,-14%,
O=C(OCC(=O)N1CCCc2ccccc21)c1cccc(C(F)(F)F)c1,nt,nt,nt,nt,4%,2.3,59,3%,-7%,nt,
CC(=O)c1ccc(OC(=O)CN2C(=O)c3ccccc3C2=O)cc1,0.4%,-4%,nt,7%,8%,-2.1,100,14%,-23%,5%,
COc1ccccc1NC(=O)Cc1c(F)cccc1Cl,0.3%,4%,i,1%,10%,-0.3,49,-3%,-5%,14%,
COC(=O)Nc1nnc(COc2cccc(C)c2)s1,-1.0%,-1%,i,-7%,5%,0.2,53,12%,-2%,8%,
CCC(C(=O)NCc1ccco1)n1nc(C)c2c(C)n(-c3ccc(C)cc3)nc2c1=O (stereo not drawn),-0.2%,-12%,nt,-5%,6%,-0.6,45,27%,-7%,6%,
COc1ccccc1CN(C)C(=O)C1COc2ccccc2O1 (stereo not drawn),-0.1%,-10%,i,-4%,4%,4.0,87,1%,-7%,-16%,
CC(=O)c1noc(C)c1C(=O)Nc1nccs1,25%,5%,i,3%,7%,2.0,38,9%,-1%,10%,
COc1ccc(Cl)cc1NC(=O)CN1C(=O)CC(C)S(=O)(=O)c2ccccc21 (stereo not drawn),-0.2%,-6%,i,-3%,-4%,0.3,50,5%,-9%,4%,
O=C(NCCCn1ccnc1)c1c(F)cccc1F,0.0%,6%,nt,-2%,4%,0.1,61,22%,-7%,10%,
CCOC(=O)c1sc(/N=C/Nc2nc(C)c(C(=O)OCC)s2)nc1C,-0.2%,-5%,i,39%,0%,nt,nt,30%,-9%,-4%,
Cc1c(C(=O)O)[nH]c2ccc([N+](=O)[O-])cc12,-0.5%,-6%,i,9%,nt,nt,nt,10%,nt,5%,
CCc1ccccc1Oc1coc2cc(O)ccc2c1=O,-0.1%,4%,nt,40%,3%,-0.8,87,7%,-11%,4%,
Cc1cccc(-c2nc(=S)c3c(n2Cc2ccco2)CCCC3)c1,0.0%,16%,i,46%,7%,0.8,49,16%,-6%,0%,
CCC(=O)Nc1cccc(-c2nc3ncccc3o2)c1C,0.3%,-12%,nt,11%,12%,-1.1,53,16%,-3%,4%,NS5 inhibitors pilot replicate=-0.3
CC(=O)c1cccc(NC(=O)Nc2ccc(C(=O)N3CCCC3)cc2)c1,-0.2%,20%,i,1%,-3%,0.4,55,4%,-13%,-3%,
Cc1ccccc1-n1nc(C(=O)O)cc1-c1ccccc1,-0.1%,4%,i,-10%,3%,0.1,82,10%,-11%,-1%,
Cc1nn(-c2ccccc2)c(Cl)c1C(=O)Nc1c(C)n(C)n(-c2ccccc2)c1=O,-0.1%,9%,i,2%,4%,0.3,43,17%,-2%,10%,

# Next part; it opens with the 3 that closed the last part.
SMILES,GPR55 beta-arrestin,GPR35 antagonists,Yfh1-off respiration,AID2073,Rac1 GTP hydrolysis,NTR1 ag,NTR1 ag cell count 20 µM,Large T inhibition,NS5 inhibitors,GPR55 antagonists,others
CC(=O)c1cccc(NC(=O)Nc2ccc(C(=O)N3CCCC3)cc2)c1,-0.2%,20%,i,1%,-3%,0.4,55,4%,-13%,-3%,
Cc1ccccc1-n1nc(C(=O)O)cc1-c1ccccc1,-0.1%,4%,i,-10%,3%,0.1,82,10%,-11%,-1%,
Cc1nn(-c2ccccc2)c(Cl)c1C(=O)Nc1c(C)n(C)n(-c2ccccc2)c1=O,-0.1%,9%,i,2%,4%,0.3,43,17%,-2%,10%,
COc1ccc(Cl)cc1NC(=O)c1noc2c1CCCC2,-0.3%,-2%,i,27%,9%,6.0,47,19%,-3%,1%,
Cc1ccc(S(=O)(=O)CCC(=O)c2ccc(O)cc2O)cc1,-0.2%,18%,i,-7%,4%,-1.1,76,-4%,-10%,2%,
CC1(C)Cc2c(cnn2-c2cccc(F)c2)C(NC(=O)CN2CCCC2=O)C1 (stereo not drawn),-0.1%,-21%,nt,5%,11%,-0.5,61,10%,1%,3%,
O=C(Nn1cnc2ccccc2c1=O)c1ccccc1[N+](=O)[O-],-0.4%,-14%,i,-6%,2%,0.3,26,2%,-12%,10%,
Cc1cccc(NC(=O)c2ccc(N3C(=O)C4CCCCC4C3=O)cc2)c1C (stereo not drawn),-0.2%,6%,nt,-1%,5%,-0.5,79,4%,0%,-14%,
COc1ccc(-c2noc(N3CCC(C(=O)Nc4ccccc4F)CC3)n2)cc1,1.4%,-2%,nt,0%,-2%,1.7,88,6%,0%,15%,
CCN1C(=O)[C@H]2[C@@H](c3ccc(C)cc3)N3C(=O)N(c4ccccc4)C(=O)[C@@]3(CC)[C@H]2C1=O,-0.1%,-8%,nt,-3%,0%,-2.3,98,-1%,-4%,-14%,
COC(=O)c1ccsc1NC(=O)CSc1nnnn1Cc1ccccc1,0.2%,1%,i,-3%,5%,-1.1,56,6%,-8%,16%,
CN1C(=O)/C(=C/c2ccc3c(c2)OCO3)N=C1c1ccccc1,0.1%,6%,i,12%,2%,0.4,65,5%,22%,12%,
O=C(Nc1ccc([N+](=O)[O-])cc1)Nc1ccon1,0.0%,4%,nt,7%,7%,2.1,54,5%,-5%,-31%,
O=C(CCCc1nc(-c2ccc(Cl)cc2)no1)N1CCOCC1,0.1%,-13%,i,10%,3%,0.1,86,2%,-5%,-8%,
COc1ccccc1N1CCN(CC(=O)c2ccc(F)cc2)CC1,-0.1%,4%,nt,-4%,157µM*,-0.3,45,4%,-5%,-3%,
COc1ccc(/C=C/C(=O)c2ccc(NC(=O)c3cccs3)cc2)cc1OC,-0.1%,6%,i,20%,-2%,-0.3,84,2%,-10%,28%,
Cc1ccc(NC(=O)CCc2ccc(S(=O)(=O)NC3CCCCC3)cc2)cc1,-0.1%,7%,i,-5%,8%,0.1,75,1%,-5%,nt,
CCOc1ccc(S(=O)(=O)Nc2cccc(C(=O)NCC(c3ccc(OC)cc3)N3CCOCC3)c2)cc1 (stereo not drawn),-0.1%,0%,nt,11%,10%,-0.4,63,10%,-4%,4%,
CN(C)n1cccc1/C=C(\C#N)S(=O)(=O)c1ccc(Cl)cc1,0.0%,-1%,i,-8%,nt,3.7,52,9%,nt,10%,
CCC(=O)N(CC(=O)Nc1sc(C)c(C)c1C(N)=O)Cc1ccc(F)cc1,-0.1%,5%,i,-4%,-11%,-0.2,50,3%,-5%,3%,
CC(=O)n1cc(/C=N/NC(=O)c2ccccc2O)c2ccccc21,-0.1%,-2%,nt,15%,12%,1.2,87,17%,-5%,7%,
Cc1c(N(C)C(=O)C23CC4CC(CC(C4)C2)C3)c(=O)n(-c2ccccc2)n1C,-0.1%,-10%,i,-5%,-3%,0.4,68,5%,2%,3%,
O=C(c1ccccc1)N1CCN(S(=O)(=O)N2CCCCCC2)CC1,0.0%,-1%,nt,8%,-1%,0.5,32,10%,-6%,-1%,
Cc1[nH]c2ccccc2c1C(=O)CN1C(=O)NC2(CC(C)CC(C)(C)C2)C1=O (stereo not drawn),0.0%,1%,i,-8%,4%,2.8,46,3%,1%,23%,
O=C(Cn1cnc2ccccc2c1=O)NCC(=O)N1CCN(c2ccccn2)CC1,-0.1%,13%,i,-2%,7%,1.1,51,0%,-4%,12%,
CCn1c(SCC(=O)N/N=C/c2c[nH]c3ccccc23)nnc1-c1ccc(Cl)cc1,0.2%,-15%,i,-6%,1%,5.8,40,10%,-12%,-5%,
Cc1ccccc1CSc1nn2c(=O)c(C)nnc2s1,-0.2%,-5%,i,-2%,11%,-0.9,56,4%,2%,4%,
CCCn1c(=O)c2c(nc3n2CCCN3CCc2ccc(OC)c(OC)c2)n(C)c1=O,1.7%,-13%,nt,-4%,9%,-0.7,81,1%,-2%,-9%,

# Next part.
SMILES,GPR55 beta-arrestin,GPR35 antagonists,Yfh1-off respiration,AID2073,Rac1 GTP hydrolysis,NTR1 ag,NTR1 ag cell count 20 µM,Large T inhibition,NS5 inhibitors,GPR55 antagonists,others
Cc1ccc(C(O)C(=O)c2ccco2)cc1 (stereo not drawn),nt,nt,nt,nt,7%,-1.4,75,-1%,3%,nt,
CN(c1ccccc1)S(=O)(=O)c1cccc(C(=O)OCC(=O)NCc2ccc3c(c2)OCO3)c1,0.3%,-4%,i,3%,-6%,-0.7,45,3%,-3%,0%,
Cc1nc(-c2ccccc2)sc1-c1nc(-c2cccs2)ncc1S(=O)(=O)c1ccccc1,-0.1%,2%,i,0%,nt,nt,nt,-2%,nt,14%,
Cc1ccc(C(=O)Nc2cccc(-c3nc4ncccc4o3)c2)cc1,-0.1%,0%,i,-2%,4%,2.3,44,14%,-5%,1%,
CCc1ccc(-c2ccc(SCc3ccccn3)nn2)cc1,-0.3%,-14%,i,-10%,-1%,6.4,64,4%,-1%,7%,
C=CCNc1nc2ccccc2nc1NS(=O)(=O)c1ccc(OC)cc1,0.2%,-4%,nt,3%,6%,-0.4,75,-3%,3%,-4%,
O=C(N/N=C1/SCC(=O)N1Cc1ccco1)c1ccccc1F,0.3%,0%,i,34%,7%,0.3,91,nt,1%,-7%,
COc1ccc(NC(=O)C(c2ccccc2)N(C)C(=O)c2ccc(=O)[nH]c2)cc1 (stereo not drawn),0.6%,-17%,i,-5%,10%,2.5,52,7%,3%,7%,
